CXXC DNA block – inhibitors of human MLL CXXC domain-DNA interaction. actives 0.037% (n = 290,000). Q03164. AID 2662. Potency, µM (series often up to 115 µM), without a hit: top-dose activity change, negative = inhibition, hits mostly inhibitors. MLL-CXXC / FITC-HOXA9 DNA fluorescence polarization; active = well fitted inhibition curve with a large enough effect in the polarisation, with a control signal flat, not every such curve was filed as active; inconclusive = small, poorly fitted or top-dose-only effect, or effect the other way, or a change in a side signal; inactive = no such curve, though single readings can be large or run the other way; the % refers to the polarisation; note: potency is the fitted concentration of half-maximal effect
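Steps: dispense CXXC domain solution (7 uM) → pin compounds or unlabeled HOX-A9 DNA control → 5 min ambient → add FLSN-HOX-A9 solution (50 nM) → spin → 30 min ambient → fluorescence polarization. Tris pH 7.5/NaCl/DTT/BSA buffer.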
TSHR antagonist – antagonists of human thyroid stimulating hormone receptor. P16473. actives 0.2% (n = 330,000). TSHR-expressing cells, TSH-stimulated cAMP HTRF, 2 h; active compounds read low. activity change, negative = inhibition, % at 11.5 µM. AID 504810;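 active = activity change below a set negative limit, meaning inhibition stronger than a set level, cut at about -70% in these data; inconclusive = activity change between two set negative limits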; note: % is set by controls: 0 for no effect and ±100 for the full control effect
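Read-out is FRET at 665 nm (cryptate excitation 337 nm) from a cryptate-tagged anti-cAMP antibody, competed by cell cAMP against cAMP-d2. Compounds are tested on freshly harvested TSHR cells challenged with 4nM TSH (EC80) for 2 hours at 37 deg C.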
Integrin act MD – integrin-mediated muscular dystrophy alleviation activation. alpha7betagal myoblasts, beta-gal FDG fluorescence, 48 h. Potency, µM (series often up to 38.3 µM), for the others: at the highest dose activation, actives largely listed as activators. actives 0.064% (n = 350,000);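 note: potency is the fitted concentration of half-maximal effect; 100% = response of the positive control SU9516; nearly all actives have a fitted effect of over 60% in size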
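Alpha7betagal+/- myoblasts (passage 13) were plated 16-24 hr, then exposed to compounds (1:260 dilution of DMSO stock) for 48 hours at 37C. After MPER lysis, β-galactosidase reporter activity was read as FDG fluorescence (ex 480/em 540) after 30 minutes.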
PTAP TSG101 blk – blocks PTAP/TSG101 interaction to inhibit HIV-1 budding. Q99816. Fluorescence polarization, FITC-PTAP peptide / Tsg101 binding. Potency, µM (titrated, usually from 115 µM), without a hit: top-dose activity change, negative = inhibition, hits mostly inhibitors. 340,000 tested, under 10 active. AID 493005; active = well fitted inhibition curve with a large enough effect in the main read-out, with a control signal flat, not every such curve was filed as active; inconclusive = small, poorly fitted or top-dose-only effect, or effect the other way, or a change in a side signal; inactive = no such curve, though single readings can be large or run the other way; note: potency is the fitted concentration of half-maximal effect; % of control where 0% means no effect
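Fluorescence anisotropy tracks displacement of a FITC-tagged PTAP peptide (50 nM) from the Tsg101 binding domain (10 uM), following a 20 min room-temperature incubation at pH 7.5.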
TCR activator – activates T cell receptor signaling; primary human leukocytes, anti-CD3, IL-2 HTRF, 48 h; Potency, µM (top dose mostly 9.22 µM), for inactives: at the highest dose activation of IL-2 secretion, actives largely listed as activators; 330,000 tested, under 10 active; AID 504894; note: % of control where 0% means no effect
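HTRF read-out of IL-2 secretion: europium cryptate donor excited at 320nm, d2 acceptor emission at 665nm. Cells were primary human leukocytes incubated 48 hr with compounds and a-CD3 beads, supplying TCR signal only.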
MBNL1 CUG block – blocks human MBNL1 binding to CUG repeat RNA; Q9NR56; TR-FRET MBNL1-His/biotin-(CUG)12 binding, 665/545 ratio; Potency, µM (titrated, usually from 57.5 µM), without a hit: at the top dose activity change, negative = inhibition, actives largely listed as inhibitors; actives 0.036% (n = 280,000); AID 2675; active = well fitted inhibition curve with a large enough effect in the signal ratio, with a control signal flat, not every such curve was filed as active; inconclusive = small, poorly fitted or top-dose-only effect, or effect the other way, or a change in a side signal; inactive = no such curve, though single readings can be large or run the other way; the % refers to the signal ratio; note: potency is the fitted concentration of half-maximal effect; % is set by controls: 0 for no effect and ±100 for the full control effect
Target sequence (Q9NR56 whole entry, looked up): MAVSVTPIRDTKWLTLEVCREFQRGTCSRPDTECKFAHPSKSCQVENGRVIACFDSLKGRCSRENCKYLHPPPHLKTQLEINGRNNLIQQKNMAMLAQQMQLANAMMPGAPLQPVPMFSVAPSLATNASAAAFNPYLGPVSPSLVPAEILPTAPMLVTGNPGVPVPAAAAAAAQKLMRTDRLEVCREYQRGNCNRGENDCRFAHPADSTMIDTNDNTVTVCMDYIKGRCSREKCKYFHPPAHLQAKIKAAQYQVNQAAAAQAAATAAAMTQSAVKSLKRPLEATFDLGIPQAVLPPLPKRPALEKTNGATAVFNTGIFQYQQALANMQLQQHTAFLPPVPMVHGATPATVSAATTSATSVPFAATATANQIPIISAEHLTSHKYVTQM
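Compound titration spanned 92 nM–58 uM against the MBNL1-His/biotin-(CUG)12 complex. After 60 min at room temperature with 5 nM streptavidin-XL665 and 0.055 ng/ul terbium anti-His, ratiometric 665/545 nm emission (Ex 340 nm) normalized to controls.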
AT treatment – potential ataxia-telangiectasia treatments restoring KAP-1 phosphorylation | […] A-T fibroblasts, KAP-1 phosphorylation AlphaLISA; neocarzinostatin DNA damage 30 min before lysis | Potency, µM (highest dose often 57.5 µM), for inactives: at the top dose activation, usual class: activators | actives 0.19% (n = 320,000) | AID 485349; note: potency is the fitted concentration of half-maximal effect; % of control where 0% means no effect; nearly all actives have a fitted effect of over 45% in size
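ATM-like activity read as KAP-1 phosphorylation via AlphaLISA donor/acceptor antibody pairs after lysis and 6 hr at 25C. Cells were ATM-null patient fibroblasts ([…], hTERT), dosed 60 min, then exposed to the DSB inducer NCS for 30 min.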
ASM inhibitor – blocks human secretory acid sphingomyelinase. P17405. actives 0.006% (n = 340,000). Potency, µM (titrated, usually from 57.5 µM), for inactives: at the highest dose activity change, negative = inhibition, hits mostly inhibitors. placental ASM, HMU-PC fluorogenic substrate, 60 min; note: potency is the fitted concentration of half-maximal effect
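Steps: dispense placental human ASM, pin compound, wait 10 min at room temperature, add HMU-PC0 substrate at 9 uM final, incubate 60 min at 37 °C, add stop solution raising pH to 10, read fluorescence.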
Menin-MLL TR inh – displaces Texas Red mutant MLL peptide from human menin. O00255. Menin + Texas Red MLL mutant peptide, fluorescence polarization. Potency, µM (top dose mostly 61.6 µM), inactives show at the highest dose FP activity change, negative = inhibition, usual class: inhibitors. actives 0.23% (n = 270,000). AID 1768; active = well fitted inhibition curve with a large enough effect in the polarisation, with a control signal flat, not every such curve was filed as active; inconclusive = small, poorly fitted or top-dose-only effect, or effect the other way, or a change in a side signal; inactive = no such curve, though single readings can be large or run the other way; the % refers to the polarisation; note: potency is the fitted concentration of half-maximal effect; % of control where 0% means no effect; many of its hits are not listed in these tables
Target sequence (O00255 whole entry, looked up): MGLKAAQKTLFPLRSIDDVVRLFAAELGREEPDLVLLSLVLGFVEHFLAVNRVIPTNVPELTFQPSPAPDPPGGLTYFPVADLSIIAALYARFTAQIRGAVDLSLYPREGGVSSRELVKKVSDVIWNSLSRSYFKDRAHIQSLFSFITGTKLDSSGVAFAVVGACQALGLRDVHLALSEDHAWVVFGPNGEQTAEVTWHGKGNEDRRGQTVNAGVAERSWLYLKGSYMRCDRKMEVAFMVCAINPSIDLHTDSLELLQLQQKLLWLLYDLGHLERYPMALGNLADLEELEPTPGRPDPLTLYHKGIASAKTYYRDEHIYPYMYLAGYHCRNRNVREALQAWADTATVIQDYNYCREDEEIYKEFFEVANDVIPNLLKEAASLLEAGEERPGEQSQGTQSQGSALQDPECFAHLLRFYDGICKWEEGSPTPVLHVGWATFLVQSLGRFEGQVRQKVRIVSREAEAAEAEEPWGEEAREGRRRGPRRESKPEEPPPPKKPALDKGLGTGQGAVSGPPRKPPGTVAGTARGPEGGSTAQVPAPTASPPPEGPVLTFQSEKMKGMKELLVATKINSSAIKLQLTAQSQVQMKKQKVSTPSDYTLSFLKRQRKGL
Mito fusion act – inhibitors of mitochondrial division or activators of mitochondrial fusion. S. cerevisiae fusion-defective mutant growth rescue, CellTiterGlo 48 h. AID 485298. Potency, µM (highest dose often 46.1 µM), for inactives: top-dose growth rescue (activation), actives largely listed as activators. actives 0.23% (n = 320,000);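 note: potency is the fitted concentration of half-maximal effect; % of control where 0% means no effect; nearly all actives have a fitted effect of over 45% in size; temperature-sensitive fusion mutants such as fzo1-1 at 37 °C on non-fermentable ethanol glycerol medium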
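S. cerevisiae fusion-defective temperature-sensitive mutants (e.g. fzo1-1, mgm1-5) grown 48 h at 37C in YPEG (ethanol/glycerol non-fermentable) medium with 23 nl compound per well; growth rescue read as CellTiterGlo luminescence.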
Starred values were filed as active, the others as inactive; ? = inconclusive; / = no result given; [ ] = another dose, or the depositor's remark. Unless noted, calls come from the whole dose curve; as a rule, active = well fitted curve in the direction sought with a large enough effect; inconclusive = small, poorly fitted or top-dose-only effect, or another doubt; inactive = no such curve, though single readings can be large; an effect the other way counts as inactive or inconclusive.

SMILES	CXXC DNA block	TSHR antagonist	Integrin act MD	PTAP TSG101 blk	TCR activator	MBNL1 CUG block	AT treatment	ASM inhibitor	Menin-MLL TR inh	Mito fusion act
O=C(CC(=O)c1cccc([N+](=O)[O-])c1)Nc1ccccc1Cl	-18%	4	9%	-2%	-4%	?	0%	-5%	-12%	?
Cc1ccc(C(=O)Cn2cnc3ccccc3c2=O)cc1C	-12%	/	16%	-4%	0%	-8%	/	-1%	-17%	9%
Cc1cc(-n2c(C)cc(C(=O)COc3ccc(F)c(F)c3)c2C)no1	/	-5	-27%	-3%	-1%	/	-4%	-1%	/	15%
Fc1ccc(NC(=S)NCc2ccccn2)cc1	-1%	-9	-15%	-2%	-8%	4%	3%	-3%	22%	-14%
Nc1nonc1C(=O)N/N=C/c1cccc([N+](=O)[O-])c1	17%	-6	7%	0%	5%[46.1 µM]	/	-3%	1%	5%	-8%
O=C(CSc1ccccn1)Nc1ccc(F)c([N+](=O)[O-])c1	-2%	6	-26%	0%	-17%	?	-7%	0%	14%	-3%
CC1CC(C)CN(C(=O)CSc2nnc(-c3ccco3)o2)C1 (configuration not stated)	12%	0	-20%	-2%	-25%	-6%	-6%	-1%	7%	5%
Cc1cccc(NC(=O)c2nc[nH]c2C(=O)NCCCCNC(=O)c2[nH]cnc2C(=O)Nc2cccc(C)c2)c1	/	3	5%	-4%	6%	/	2%	1%	/	/
O=C(c1ccc(S(=O)(=O)Cc2ccccc2F)c([N+](=O)[O-])c1)N1CCCCCC1	14%	-5	-40%[inhibitor]	-1%	-3%	?	0%	2%	1%	9%
Cc1ccc(C(=O)N(C)CC(=O)Nc2ccc(N3CCOCC3)cc2)s1	/	0	4%	-4%	0%	/	0%	6%	/	-2%
Cc1cc(C)cc(NC(=O)CSc2cc(C(=O)c3nccn3C)c3ccccc3n2)c1	-1%	0	-29%	2%	-9%[46.1 µM]	/	4%	3%	13%	-3%
CN(C(=O)COC(=O)c1ccc2c(c1)NC(=O)CS2)C1CCS(=O)(=O)C1 (configuration not stated)	-7%	20	-19%	-4%	0%	-4%	12%	3%	/	1%
O=C(O)CSc1c2ccccc2cc2ccccc12	17%	40	12%	?	0%	?	3%	236%[activator]	13%	-9%
CCC(=O)c1ccc(OCc2cn(CC(=O)c3ccc(O)cc3)nn2)cc1	/	/	5%	-4%	-3%	/	/	-4%	/	/
Cc1ccccc1OCC(O)Cn1c2ccccc2c2ccccc21 (configuration not stated)	15%	-4	-8%	1%	-3%	?	-7%	-16%	88%[activator]	-28%
CCCCCn1c(SCC(=O)OCC)nc2cc(C(=O)N3CCC(C(N)=O)CC3)ccc2c1=O	6%	-3	1%	-10%	3%	-4%	-12%	-2%	-14%	-3%
CN(C)CCn1cnc2c1c(=O)n(C)c(=O)n2C	8%	11	-1%	/	-8%	-4%	6%	2%	/	0%
O=C(c1ccccc1)c1ccc(Sc2ccc([N+](=O)[O-])cc2)cc1	-3%	18	0%	-6%	0%	-5%	23%	-1%	/	-3%
CCOC(=O)CNc1nc(Cl)nc(Nc2ccc(OC)cc2OC)n1	-1%	-8	-20%	-2%	/	2%	4%	4%	3%	0%
O=S(=O)(Cc1ccccc1)Nc1ccc(F)cc1	?	-1	-13%	1%	2%	0%	-3%	-2%	-5%	8%
CCc1ccc2oc(=O)cc(CN3CCC(C)CC3)c2c1	21%	-8	-52%[inhibitor]	-2%	0%	1%	6%	-3%	-18%	-24%
CC(=O)OC(C(=O)N1CCN(c2ccc(F)cc2)CC1)c1ccccc1 (configuration not stated)	13%	9	39%	-6%	2%[46.1 µM]	-15%	/	1%	-6%	-1%
O=C(O)c1ccc2c(c1Sc1ccccc1)C(=O)c1ccccc1C2=O	5%	-11	/	/	/	?	-6%	/	?	-1%
COc1ccc(OC)c(C2C(C(N)=O)=C(C)Nc3nc(CCCO)nn32)c1 (configuration not stated)	-3%	0	10%	-1%	-5%	3%	5%	5%	-19%	0%
Cc1cccc(-n2cnc(C(=O)N/N=C\c3ccc(Br)cc3)c2)n1	47%[activator]	-5	4%	-2%	-30%	4%	1%	-2%	-2%	2%
Further records follow.
SMILES	CXXC DNA block	TSHR antagonist	Integrin act MD	PTAP TSG101 blk	TCR activator	MBNL1 CUG block	AT treatment	ASM inhibitor	Menin-MLL TR inh	Mito fusion act
CSc1ncc(Cl)c(C(=O)Nc2ccc(S(=O)(=O)Nc3nccc(C)n3)cc2)n1	-2%	3	23%	/	5%	-1%	16%	8%	/	-1%
FC(F)(F)c1ccccc1NC(=S)Nc1cccc2cnccc12	2%	5	16%	0%	6%	12%	0%	7%	-13%	-9%
CCNC(=S)NCCN1CCOCC1	7%	-8	-10%	0%	2%[46.1 µM]	/	8%	5%	12%	-1%
O=C(NCC(=O)N1CCCCCCC1)c1ccc(Cl)cc1	/	39	-37%	-1%	0%	/	15%	3%	/	-3%
CCCCOC(=O)Nc1cc(Cl)ccc1C	3%	4	-20%	0%	-4%	-2%	4%	0%	-8%	-1%
O=C(Cc1ccsc1)NNC(=O)c1cccc(Cl)c1	-3%	3	4%	-6%	0%	3%	7%	-1%	/	0%
COc1ccc(-c2ccc3c(N)c(C(=O)c4ccc(OC)c(OC)c4)sc3n2)cc1	36%[activator]	-17	4%	1%	0%	10%	3%	-5%	32%[activator]	-3%
O=C(CNC(=O)N1CC(=O)Nc2ccccc21)NCCc1cccc(F)c1	-1%	24	13%	-12%	-1%	-4%	11%	1%	5%	-4%
COC(=O)C1CCN(C(=O)Cn2nnc(-c3ccccc3)n2)CC1	3%	5	22%	-2%	0%	1%	-1%	-1%	-15%	2%
NNS(=O)(=O)c1ccc(N2CCCC2=O)c([N+](=O)[O-])c1	-13%	23	17%	-2%	2%	15%	1%	-11%	15%	3%
CCN(Cc1ccccc1)C(=O)CSc1nncn1C	-1%	11	20%	-9%	0%	-4%	4%	1%	12%	-4%
CCCCn1c(N)c(N(CC(C)C)C(=O)c2cc(=O)[nH]c3ccccc23)c(=O)[nH]c1=O	/	-4	27%	-2%	3%	/	-2%	15%	/	-6%
Cc1[nH]c2ccccc2c1SCC(=O)N1CCCc2ccccc21	0%	3	0%	-5%	-3%	?	0%	-2%	8%	?
Cc1cc(C)c2c(N)c(C(=O)c3ccc(Cl)cc3)sc2n1	25%	8	37%	0%	4%	12%	1%	-2%	20%	12%
N#Cc1c(N)nc2c(c1N)CC(CO)O2 (configuration not stated)	0%	0	16%	1%	-4%	-17%	0%	6%	2%	4%
Cc1csc(NC(=O)C(C)Oc2ccc(Cl)cc2C)n1 (configuration not stated)	/	-8	-4%	0%	0%	/	9%	-1%	/	15%
O=C(NCC(=O)N(c1ccccc1F)C(C(=O)NC1CCCC1)c1ccco1)c1ccco1 (configuration not stated)	11%	-6	4%	-1%	4%	5%	-2%	1%	-11%	6%
O=C(O)c1ccc(NS(=O)(=O)c2cc(Cl)sc2Cl)cc1	-7%	-2	12%	-3%	0%	-9%	-5%	7%	-9%	12%
CCOC(=O)c1csc(NC(=O)c2ccc(S(=O)(=O)N(CC)CC)cc2)n1	-3%	-6	18%	4%	-2%[46.1 µM]	4%	2%	1%	-1%	-3%
CCCCCC(=O)Nc1nc(C)c(-c2csc(Nc3cc(Cl)ccc3C)n2)s1	-1%	-7	-22%	-6%	-2%	7%	3%	-1%	?	2%
COc1ccc(Oc2ccc(N/C=C/C(=O)C(C)(C)C)cc2)cc1	-4%	-1	21%	-1%	-2%	1%	3%	45%[activator]	-4%	-4%
COc1cc(/C=N/NC(=O)c2c(C)nc3ccc(Cl)cn23)cc(OC)c1OC	-1%	6	-27%	1%	-1%	7%	?	1%	9%	1%
CC1CCC(NC(=O)CSc2nnnn2C)CC1 (configuration not stated)	/	26	-3%	-9%	6%	/	8%	5%	/	-6%
COC(=O)CCn1nnc(-c2ccc(C(C)C)cc2)n1	1%	0	-7%	-6%	2%	-13%	8%	16%	0%	10%
CN1CCN(C(=O)c2ccccc2NS(=O)(=O)c2ccc(F)cc2)CC1	/	-1	-23%	-4%	0%	/	8%	1%	/	-4%
COc1ccc(C2NC(=O)NC(C)=C2[N+](=O)[O-])cc1OC (configuration not stated)	-24%	-3	19%	-2%	2%	26%	-2%	0%	/	-2%
CCS(=O)(=O)c1nc2ccccc2n1Cc1ccccn1	9%	-2	4%	-1%	-1%	0%	9%	-3%	12%	6%

High-throughput results (PubChem)

The list is partial (hit frequency here may not be typical).
